# Compound activity deposited in PubChem BioAssay by Broad Institute.
# CASP6 VEID inh = human caspase-6 inhibitors, primary screen, biochemical, VEID-R110 fluorescence, single point, set 2. P55212. purified caspase-6, Z-VEID-R110 cleavage fluorescence. inhibition, % at 12.5 µM. 350,000 compounds, 0.53% hits. AID 686996, 2013;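 active = mean inhibition across replicates at least about 35%, with every replicate also reaching that limit, limit read from the data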;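 note: 0% = median of neutral control wells and 100% = no fluorescence left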
# Target sequence (P55212 24-179 limits assumed): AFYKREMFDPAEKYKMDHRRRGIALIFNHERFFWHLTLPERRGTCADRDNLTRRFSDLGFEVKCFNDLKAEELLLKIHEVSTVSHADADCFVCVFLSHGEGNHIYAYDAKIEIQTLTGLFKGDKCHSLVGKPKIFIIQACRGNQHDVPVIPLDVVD
# Target sequence (P55212 194-293 limits assumed): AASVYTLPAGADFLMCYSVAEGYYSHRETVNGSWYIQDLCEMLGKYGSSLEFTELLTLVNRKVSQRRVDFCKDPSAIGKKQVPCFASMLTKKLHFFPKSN
# C2C12 statin = suppressors of statin myotoxicity in C2C12 myotubes, primary screen, cell-based, single point, plate reader | C2C12 myotubes + simvastatin, ATP luminescence, 48 h; scaled: DMSO 0, geranylgeraniol control 100 | rescue of ATP level, % at 7.49 µM | 330,000 compounds, 0.78% hits | AID 602340, 2012;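 active = mean ATP rescue above about 67%, or every replicate alone reaching that limit, limit read from the data, passing the limit was not always enough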;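 note: myotubes were challenged with 10 µM simvastatin during compound exposure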
# esBAF inh = Bmi1 luciferase reporter increase in mESCs, primary screen, esBAF inhibitor project, mouse ES cells, Bmi1 luciferase knock-in, single point; 24 h; 100% = twice the neutral-well signal; reporter increase, % at 12.5 µM; 350,000 compounds, 2% hits; AID 602393, 2012; in the data active = activation above about 40%;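 note: 0% = median of the plate's neutral control wells and 100% = double that signal; a rise in the Bmi1 reporter signal indicates esBAF inhibition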
# FN deposit inh = inhibitors of fibronectin matrix deposition, primary screen, AH1F cells, Alexa488-fibronectin fluorescence, plate reader. AH1F fibroblasts, overnight. inhibition, % at 12.6 µM. 350,000 compounds, 0.086% hits;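 active = mean inhibition across replicates of 30% or more, regardless of how many single replicates reach that level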;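 note: positive control wells lacked labelled fibronectin entirely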
#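 Assay system: AH1F fibroblast monolayer, labelled fibronectin deposition. Amount: 10000 cells per well. Also added: labelled fibronectin 24 nM. Compound: single-point pinned compound. Incubation: cell attachment 1 h, compound and FN exposure overnight. Detection: fluorescence after three HBSS washes, excitation 485 nm, emission 525 nm. Read-out: inhibition of fibronectin deposition signal.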
# S100A4 MyoIIA = inhibitors of S100A4-myosin IIA peptide binding, primary screen, biochemical, fluorescence polarization, TAMRA-MyoIIA peptide; 360,000 compounds, 0.14% hits; inhibition, % at 10.7 µM; AID 652163, 2013; Protein S100-A4 (Homo sapiens), P26447;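 active = mean inhibition of at least 70% across replicates, with every replicate also reaching that level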
# Target sequence (P26447 whole entry, looked up): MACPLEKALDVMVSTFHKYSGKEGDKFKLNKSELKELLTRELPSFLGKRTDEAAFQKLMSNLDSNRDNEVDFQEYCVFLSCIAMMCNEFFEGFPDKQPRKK
#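 Material: human S100A4 monomer with TAMRA-labelled myosin IIA peptide; buffer or medium: HEPES pH 7.2 with CaCl2, KCl, NaCl, DTT, Triton; compound dosing: one concentration per compound; schedule: 5 min incubation before reading; benchmarks: neutral control DMSO, positive control TFP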
# SIRT5 inh = SIRT5 desuccinylase inhibitors, primary screen, biochemical, fluorescence imaging, single point, set 5. 330,000 compounds, 1.1% hits. Purified SirT5, succinyl-peptide AMC, trypsin-coupled fluorescence. inhibition, % at 15 µM; in the data active = inhibition above about 15%
# Target sequence (Q9NXA8 whole entry, looked up): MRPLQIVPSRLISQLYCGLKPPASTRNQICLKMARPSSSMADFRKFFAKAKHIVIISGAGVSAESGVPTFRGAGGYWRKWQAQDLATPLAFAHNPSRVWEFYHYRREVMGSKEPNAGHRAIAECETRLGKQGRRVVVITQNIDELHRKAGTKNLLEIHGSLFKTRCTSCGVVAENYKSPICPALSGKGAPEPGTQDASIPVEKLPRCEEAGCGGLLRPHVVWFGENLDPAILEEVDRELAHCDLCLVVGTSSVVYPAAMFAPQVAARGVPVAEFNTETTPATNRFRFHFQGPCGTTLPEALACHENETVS
# LGR2 inh = inhibitors of bursicon-induced LGR2 CRE-luciferase signal, primary screen, cell-based, HEK293, CRE-luciferase reporter, bursicon stimulation | inhibition, % at 9.99 µM | 380,000 compounds, 0.35% hits | bursicon-stimulated, 4 h;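 active = drop in luminescence signal, shown as inhibition above about 50% in the replicate tests, limit read from the data, passing the limit was not always enough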;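 note: agonist challenge used bursicon conditioned medium at about half maximal strength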
# Numbers without * were called inactive; . = no result given; & = joins results of further samples. Some of the compounds tested; count on the stated rates, not on these rows.
# Each structure is followed by: CASP6 VEID inh	SIRT5 inh	S100A4 MyoIIA	LGR2 inh	esBAF inh	FN deposit inh	C2C12 statin
COc1cc(C=CC(=O)OCC=Cc2ccc3c(c2)OCO3)cc(OC)c1OC
  -1	0	-3	15	-6	-2	1
COc1ccc(CCN=C2SCC(=O)N2Cc2ccccc2)cc1OC
  1	0	3	-10	3	13	-3
COc1cccc(S(=O)(=O)Nc2ccc3c(c2)C(=O)N(C)C[C@@H](OC)[C@@H](C)CN[C@@H](C)CO3)c1
  1	5	-26	-1	-5	11	14
O=C(C[C@H]1CC[C@H]2[C@@H](COC[C@@H](O)CN2Cc2nccs2)O1)NCc1ccccc1F
  -1	0	-1	30	3	-2	-8
Cc1ccc(SCCNC(=O)C(C)C)cc1
  -1	.	0	1	-2	.	10
CN1/C(=C\C(=O)c2ccccc2Cl)c2ccccc2CC1(C)C
  .	.	.	-6	-1	10	4
COc1ccc(C(=O)NCCCNC(=O)c2cccnc2)cc1OC
  -2	3	1	3	-7	-3	5
CCN(CC(=O)Nc1cc(Cl)ccc1C)C(=O)c1cc(S(=O)(=O)N2CCCCCC2)ccc1OC
  -1	5	1	8	3	3	-13
NS(=O)(=O)c1ccc(NC(=O)c2ccc(Cl)c(S(=O)(=O)NCc3ccco3)c2)cc1
  3	0	-5	5	-2	.	6
CC(C)C[C@H]1CN=C(Nc2ccccc2)N1CCC1CCCCC1
  0&4	-1&2	-2&-6	16&0	4	-6	3
CCCC#Cc1ccc2c(c1)O[C@@H](CN(C)Cc1ccc3c(c1)OCO3)[C@@H](C)CN([C@H](C)CO)S2(=O)=O
  1	3	0	3	-29	3	5
COc1ccc2c3c(n(C)c2c1)[C@H](CO)N(C(=O)NC(C)C)CC31CCN(C(=O)NC(C)C)CC1
  2	-6	-10	3	.	.	.
COCCn1c(=O)[nH]c2cc(C(=O)NC3CCCCCC3)ccc2c1=O
  -2	-3	3	-2	-3	-9	-36
Cc1ccc(S(=O)(=O)N(C)C[C@H]2Oc3ccc(NC(=O)CCN4CCOCC4)cc3C(=O)N([C@@H](C)CO)C[C@@H]2C)cc1
  -1	-2	5	6	3	.	1
COC(=O)CN=C1OC(=O)N2C(=O)C3=C4[C@@H](C[C@H]5C(=O)N(c6ccccc6)C(=O)[C@H]5[C@H]4[C@@]12Cc1ccccc1)[C@H]1C(=O)N(c2ccccc2)C(=O)[C@H]1[C@H]3C
  0	.	-2	16	8	5	18
COC(C/C=C/[C@H](O)[C@H](C)OCc1ccccc1)OC
  0	-4	-22	.	-1	8	-7
COC(=O)c1ccc(C(=O)OC)c(NC(=O)COC(=O)C2CCCCC2)c1
  0	12	-5	-10	.	16	.
CCOC(=O)CNC(=O)CSc1nnc(NC(=O)c2ccc(S(=O)(=O)N3CCOCC3)cc2)s1
  -2	7	-4	2	-3	-8	1
C/C=C/c1ccc(C2[C@@H]3CN(S(=O)(=O)c4ccccc4)C[C@H]2N3)cc1 (stereo not given in full)
  0	0	-15	20	.	2	.
CC1(C)CC(=O)C2=C(C1)OC(N)=C(C#N)C2c1ccc[nH]1 (stereo not given)
  11	8	-20	-13	2	1	-9

# Reprinted from the part before: five entries, followed by the next part.
# Each structure is followed by: CASP6 VEID inh	SIRT5 inh	S100A4 MyoIIA	LGR2 inh	esBAF inh	FN deposit inh	C2C12 statin
COC(C/C=C/[C@H](O)[C@H](C)OCc1ccccc1)OC
  0	-4	-22	.	-1	8	-7
COC(=O)c1ccc(C(=O)OC)c(NC(=O)COC(=O)C2CCCCC2)c1
  0	12	-5	-10	.	16	.
CCOC(=O)CNC(=O)CSc1nnc(NC(=O)c2ccc(S(=O)(=O)N3CCOCC3)cc2)s1
  -2	7	-4	2	-3	-8	1
C/C=C/c1ccc(C2[C@@H]3CN(S(=O)(=O)c4ccccc4)C[C@H]2N3)cc1 (stereo not given in full)
  0	0	-15	20	.	2	.
CC1(C)CC(=O)C2=C(C1)OC(N)=C(C#N)C2c1ccc[nH]1 (stereo not given)
  11	8	-20	-13	2	1	-9
COc1ccc(S(=O)(=O)N(C)C[C@@H]2Oc3c(NC(=O)Nc4ccc(F)cc4)cccc3C(=O)N([C@H](C)CO)C[C@H]2C)cc1
  .	.	.	14	-1	.	14
CCc1nc2c(nnn2Cc2ccc(F)cc2)c(=O)[nH]1
  -1	.	4	-15	-6	.	5
O=C(CCC(=O)N1CCCC1)Nc1nnc(C2CCCCC2)s1
  .	.	.	.	-4	-1	6
Cc1ccc2c(c1)c1c3n2CC(=C2C(=O)OC(C)(C)OC2=O)NC3CCC1 (stereo not given)
  26	0	-7	14	2	.	1
N#Cc1c(NC(=S)NC(=O)Cc2cccs2)sc2c1CCCCC2
  .	.	.	.	4	6	6
CC1CC(C)CN(C(=O)COc2ccc([N+](=O)[O-])cc2Cl)C1 (stereo not given)
  1	-4	5	15	.	4	.
Cc1nc(/C(N)=N/OC(=O)c2ccc(Cl)cc2)c(C(F)(F)F)o1
  0	-3	-3	-13	14	5	6
CC(=O)Nc1cc(C(N)=O)c(Cl)cc1Cl
  .	.	.	.	-8	-4	-3
Cc1nc(C)c(-c2ccc(SCC(=O)Nc3ccccc3)nn2)s1
  -2	0	-1	-3	4	-5	-6
O=S1(=O)CCN(CCc2ccccc2)CC1
  -2	-1	-3	12	.	.	.
COc1ccc(CNC(=O)COC(=O)C2CCC(C(C)(C)C)CC2)cc1 (stereo not given)
  3	-1	2	.	.	-7	.
CCOc1ccc(NC(=O)c2ccc(S(=O)(=O)N(C)C)cc2)cc1
  3	-1	-1	-19	5	7	-37
O=C(CN1C(=O)COc2ccc(Cl)cc21)NC1CC1
  -2	0	-3	7	-10	1	-5
C[C@H]1CN([C@@H](C)CO)S(=O)(=O)c2ccc(-c3cccnc3)cc2O[C@H]1CN(C)C
  0	0	-92	-12	-2	-4	-4
CCOC(=O)Cn1cnc2c(sc3nc(C)cc(C)c32)c1=O
  -4	1	1	.	35	-5	7
COC(=O)Cn1cnc2c(cnn2-c2ccc(OC)cc2)c1=O
  3	-1	-1	-11	28	1	-4
CCCCc1nc(N)c(C#N)c(-c2ccco2)c1CCC
  1	-3	2	-10	-9	.	16
NC(=O)c1ccccc1NC(=O)c1ccccc1Cl
  0	-3	-5	-16	4	3	-3
COc1ccc(S(=O)(=O)Nc2ccc3c(c2)C(=O)N([C@@H](C)CO)C[C@H](C)[C@@H](CN(C)Cc2ccccc2)O3)cc1
  .	2	10	-21	-3	.	13
CC1Cc2ccccc2N1C(=O)C1CC(=O)N(c2ccccc2)C1 (stereo not given)
  1	0	-1	6	-5	-3	0
C[C@H]1CN([C@@H](C)CO)C(=O)c2ccccc2-c2ccccc2CO[C@H]1CN(C)S(=O)(=O)c1ccccc1C#N
  0	2	-5	-4	-2	-5	.
Cc1c(-c2n[nH]c(=S)n2-c2ccc(Br)cc2)nnn1-c1ccc(Cl)cc1
  9	-3	6	8	.	1	.
COc1ccc(C(NC(=O)CC(C)C)c2c(O)ccc3ccccc23)cc1 (stereo not given)
  0	-9	7	7	-5	3	36
Cc1sc2nc(CSCC(=O)N(CCC#N)c3ccccc3)[nH]c(=O)c2c1C
  4	1	-4	.	-5	15	6
O=C(CCc1ccccc1)NCCCNC(=O)CCc1ccccc1
  -1	-5	-11	-3	-2	-33	-2
COc1cccc(NCc2ccc([N+](=O)[O-])s2)c1
  -1	.	4	.	.	2	.
CCCCNC(=O)OC(C)CNC(=O)OC (stereo not given)
  .	.	.	21	-7	.	-1
Cc1ccc2nc(SCC(=O)NCc3ccc(F)cc3)nc(=O)n2c1
  1	0	-1	-47	.	-2	.
CO[C@@H]1CN(C)C(=O)c2cc(NC(=O)c3nc4ccccc4s3)ccc2OC[C@H](C)N(Cc2cncnc2)C[C@@H]1C
  .	5	.	-11	6	7	3
CCN(Cc1ccccc1)C(=O)CN1C(=O)NC(CC)(c2ccc(F)cc2)C1=O (stereo not given)
  0	-2	0	0	5	-4	11
CC1CCCCC1NC(=O)Cn1cnc2sccc2c1=O (stereo not given)
  6	-1	-3	8	12	0	5
CCN(CC(=O)Nc1c(F)cccc1F)C(=O)CNC(=O)c1ccc2ccccc2c1
  -2	-25	17	.	5	7	0
C[C@H]1CCCCO[C@H](CN(C)C(=O)Nc2ccc3c(c2)OCO3)[C@@H](C)CN([C@@H](C)CO)C(=O)c2cc(NC(=O)c3ccncc3)ccc2O1
  1	-4	-20	0	6	-11	.
C[C@H](CO)N1C[C@H](C)[C@@H](CN(C)C(=O)Nc2ccc3c(c2)OCO3)Oc2ccc(NC(=O)C3CCCCC3)cc2C1=O
  1&2	-3&-1	-1&-2	-6&-9	-2&2	10	26&26
CCNC(=O)C[C@@H]1C=C[C@H](NS(=O)(=O)c2ccc(C)cc2)[C@H](CO)O1
  -3	3	-2	2	4	-2	13
C[C@@H]1CN([C@H](C)CO)C(=O)c2cc(NC(=O)NC3CCCCC3)ccc2O[C@@H](C)CCCCO[C@H]1CN(C)S(=O)(=O)c1ccccc1
  3	8	-8	4	0	-4	.
O=c1c(OC2OC(CO)C(O)C(O)C2OC2OC(CO)C(O)C(O)C2O)c(-c2ccc(O)cc2)oc2cc(O)cc(O)c12 (stereo not given)
  46*	.	11	.	-3	.	-4
N#C[C@H]1[C@H](c2ccc(C3=CCCC3)cc2)[C@@H](CO)N1C(=O)C1CCOCC1
  1	-3	6	-12	-5	-13	-2
O=C(Nc1cc(F)ccc1F)N1C[C@H]2[C@@H](c3ccccc31)[C@H](CO)N2C(=O)c1ccccc1
  -3	5	5	3	1	.	-3
O=C(NCc1ccc2c(c1)OCO2)[C@H]1[C@H](CO)[C@H]2Cn3c(cccc3=O)[C@@H]1N2Cc1ccncc1
  3	1	-13	-1	-2	.	-2
O=C(Cn1nnc(-c2ccccc2NC(=O)c2ccco2)n1)NC1CCCCC1
  3	2	4	4	-4	.	-4
COc1ccc(C2CC(c3ccccc3)=NN2S(=O)(=O)c2ccccc2)cc1 (stereo not given)
  0	-1	-23	-14	19	-3	6
CC1Cc2cc(S(=O)(=O)N3CCN(c4cccc(Cl)c4)CC3)ccc2N1C(=O)C1CC1 (stereo not given)
  0	-2	-1	4	0	3	-22
COc1cccc(-c2ccc3c(c2)[C@H]2[C@H](CCN2C(=O)c2cccc(F)c2)[C@@H](CO)N3)c1
  -1	3	-5	14	-1	-19	-3
Cc1onc(-c2ccccc2)c1C(=O)Nc1ccccc1NC(=O)c1c(-c2ccccc2)noc1C
  -2	3	0	-2	-5	-9	-20
COc1cc(C(=O)NC2CCCCC2)ccc1OCc1ccc(Cl)cc1Cl
  2	2	8	-5	.	5	.
COc1ccc(C(=O)NC(C)c2cccnc2)cc1S(=O)(=O)N(C)Cc1ccccc1 (stereo not given)
  -2	-1	-4	15	2	3	-3
C1CC(CN2CCOCC2)CN(Cc2nc(CC3CC3)no2)C1 (stereo not given)
  -1	-4	4	-3	.	1	.
COc1cccc(C=NCC(C)N=Cc2cccc(OC)c2O)c1O (stereo not given)
  -2	5	0	.	.	-2	.

# Marked active in CASP6 VEID inh, among the entries above:
canonical_smiles | CASP6 VEID inh | SIRT5 inh | S100A4 MyoIIA | LGR2 inh | esBAF inh
O=c1c(OC2OC(CO)C(O)C(O)C2OC2OC(CO)C(O)C(O)C2O)c(-c2ccc(O)cc2)oc2cc(O)cc(O)c12 (stereo not given) | 46* | . | 11 | . | -3
